NCOA1 inh: inhibitors of human steroid receptor coactivator 1 (SRC1) | Q15788 | HEK293 GAL4-SRC1 luciferase reporter, luminescence | inhibition, % at 3.6 µM | 360,000 tested, 0.12% active | AID 588354;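 active = inhibition above the campaign mean plus 3 SD, with each screening campaign given its own cutoff, cut at about 60% in these data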;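 also: 0% = DMSO treated cells and 100% = gossypol at 36 µM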
SRC3 inh: inhibitors of human steroid receptor coactivator 3 (SRC3). Q9Y6Q9. HEK293 GAL4-SRC3 luciferase reporter, luminescence. inhibition, % at 3.6 µM. 360,000 tested, 0.17% active;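 active = inhibition above a per-campaign cutoff, the mean of all compounds plus 3 SD, cut at about 60% in these data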;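 also: 0% = DMSO-treated cells and 100% = gossypol-treated cells at 36 µM; higher means less SRC3-driven luciferase light from the GAL4 reporter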
TLR9-MyD88 inh: TLR9-MyD88 interaction inhibition; 340,000 tested, 0.21% active; CHO BLA complementation TLR9-MyD88, CCF4 FRET ratio; Q9NR96+Q99836; inhibition, % at 4.98 µM; AID 504734;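 active = inhibition above the mean over all tested compounds plus 3 SD, cut at about 21% in these data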;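 also: 0% = DMSO only wells and 100% = clavulanate BLA inhibitor control wells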
LRH-1 inv ag: inverse agonists of human LRH-1 (NR5A2); AID 602396; 360,000 tested, 0.13% active; inhibition, % at 3.6 µM; HEK293T StAR-luciferase reporter, LRH-1 transfected, 24 h; O00482;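 active = inhibition above the mean inhibition of all tested compounds plus 3 SD, cut at about 73% in these data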;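 also: 0% = DMSO wells and 100% = reporter-only cells lacking LRH-1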
COUP-TFII inh: inhibitors of human COUP-TFII (NR2F2). inhibition, % at 8.6 µM. P24468. 370,000 tested, 0.7% active. HEK293T NGFI-A luciferase reporter, luminescence;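 active = inhibition above a per-plate cutoff, mean inhibition of test wells between control levels plus 3 SD, cut at about 38% in these data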;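 also: cells cotransfected with COUP-TFII expression vector driving the NGFI-A reporter; 0% = median of COUP-TF2 test wells and 100% = reporter-only cells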
TROY signal inh: blocks TROY-dependent signaling in reporter cells. Q293 LMP1-TROYcd NF-kB luciferase reporter, 4 h. inhibition, % at 10 µM. 360,000 tested, 0.98% active;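 active = compounds whose plate-normalised and pattern-corrected inhibition of the luciferase reporter signal at the single screening dose is 50% or more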
TWEAK Fn14 block: TWEAK-Fn14 signaling inhibition | inhibition, % at 10 µM | 360,000 tested, 2% active | TWEAK-stimulated Fn14 reporter cells, luciferase luminescence, 8 h; in the data active = inhibition above about 50%
NCOA2 inhibitor: human SRC2 (NCOA2) inhibition; Q15596; HEK293 GAL4-SRC2 luciferase reporter, luminescence; inhibition, % at 9 µM; 370,000 tested, 0.17% active;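 active = inhibition above the mean inhibition of all tested compounds plus 3 SD, set per campaign, cut at about 52% in these data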;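 also: 0% = DMSO treated cells and 100% = cells given Gossypol at 36 µM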
TRAIL sens C8: sensitizes caspase-8 expressing cells to TRAIL | inhibition (viability loss, TRAIL sensitization), % at 10 µM | AID 624354 | NB7+C8 cells + TRAIL, ATPlite viability luminescence | 360,000 tested, 1% active;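 active = compounds causing at least 50% loss of cell viability in the single-dose screen, relative to plate controls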
EBV LMP1 NFkB: inhibitors of Epstein-Barr LMP1-induced NF-kappaB reporter; LMP1-induced NF-kappaB luciferase reporter cells, luminescence; inhibition, % at 12.5 µM; 350,000 tested, 0.69% active; AID 504558; in the data active = inhibition above about 41%;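 also: 0% = neutral control wells and 100% = reference inhibitor control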
NOD2 RIPK2 PPI: inhibitors of human NOD2-RIPK2 interaction. 360,000 tested, 0.38% active. inhibition, % at 4.98 µM. CHO BLA complementation NOD2-RIPK2, CCF4 ratio. AID 624267. O43353; in the data active = inhibition above about 21%;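 also: 0% = vehicle only and 100% = reference blocker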
Numbers without * were called inactive; nt = not tested or not shown. A portion of the library; the hit share may differ from the screen's.

Each structure is followed by: NCOA1 inh | SRC3 inh | TLR9-MyD88 inh | LRH-1 inv ag | COUP-TFII inh | TROY signal inh | TWEAK Fn14 block | NCOA2 inhibitor | TRAIL sens C8 | EBV LMP1 NFkB | NOD2 RIPK2 PPI
> CC(C)CN(C(=O)CN1CCCCCC1)c1c(N)n(CC(C)C)c(=O)[nH]c1=O
→ 6 | 0 | 0 | -7 | 14 | 20 | 9 | 13 | -1 | 2 | 6
> COC(=O)C1C(O)=C(C=NC2CCCCC2)C(=O)CC1(C)C (stereo not drawn)
→ -25 | 12 | -2 | -10 | -8 | -2 | 3 | -26 | -12 | -45 | -10
> CCn1c(NC(=O)c2cccc(Cn3cc(Cl)cn3)c2)nc2ccccc21
→ 3 | -10 | 5 | 6 | 14 | 36 | 21 | 16 | 3 | 19 | -3
> Cc1n[nH]c(C)c1NC(=O)CSc1nnnn1-c1cccc(F)c1
→ -4 | 2 | -2 | 2 | -6 | 4 | 5 | 17 | -8 | 4 | 1
> CSc1nnc(C(C)(C)C)c(=O)n1/N=C/c1ccc(C(C)C)cc1
→ 2 | 17 | 9 | 1 | 29 | -12 | -10 | 1 | 15 | -8 | -3
> CCCCCOc1ccc(CSc2n[nH]c(C)n2)cc1
→ -36 | -48 | -6 | -98 | -29 | -41 | -5 | -42 | 6 | -12 | -9
> COc1ccc(Cc2nnc(SCC(=O)c3ccccc3)o2)cc1
→ 10 | 12 | -2 | 6 | 17 | 26 | -20 | -8 | -5 | -3 | -2
> CCOC(=O)c1c(NC(=O)CSc2nnnn2-c2ccc(OC)cc2)sc(C)c1C
→ -16 | -7 | -6 | 4 | -1 | -1 | -12 | 5 | -21 | -8 | -9
> C#CC[N+](C)(C)CCCCCCCCC
→ 5 | 22 | 7 | 7 | 10 | 17 | -6 | 22 | -2 | -2 | -8
> Cc1cc(C)c2nc(-c3ccccn3)cc(C(=O)NCc3ccco3)c2c1
→ -6 | -12 | 6 | -12 | 15 | 6 | 7 | -37 | 5 | -13 | -6
> CC1=C(C(=O)Nc2ccccc2)C(c2ccncc2)C(C#N)=C(SCC(=O)Nc2ccccc2)N1 (stereo not drawn)
→ -37 | 0 | 3 | 10 | 13 | -9 | 30 | -2 | 19 | 17 | -4
> Cc1oc(-c2ccccc2F)nc1CS(=O)(=O)CC(=O)NCCN1CCCC1
→ -2 | -3 | -13 | -7 | 0 | -18 | -5 | 7 | -7 | -9 | -8
> c1ccc2c(c1)[nH]c1c3ccccc3sc21
→ -58 | -27 | -7 | -61 | -10 | 12 | 5 | -64 | 12 | 9 | -3
> COc1ccc(CC(=O)Nc2cccc(-c3ccc4nnc(C)n4n3)c2)cc1
→ -35 | -2 | -2 | -3 | -37 | 16 | 15 | -3 | -1 | 5 | -3
> COc1cccc(CN(C)C(=O)COc2ccc(C(=O)c3ccc(Cl)cc3)cc2)c1OC
→ -13 | -3 | -4 | 19 | 0 | 31 | 18 | 7 | -5 | 4 | -5
> CCCCC1CCC(C(=O)Nc2ccccc2)CC1 (stereo not drawn)
→ 1 | 6 | 7 | 2 | -14 | 0 | 1 | -6 | 1 | 4 | -12
> CCN(CC)CC(=O)NCC1(c2ccccc2)CCCC1
→ 8 | 4 | 0 | -5 | -2 | 1 | -5 | 8 | 3 | 9 | -4
> O=C(O)C1CC(c2ccccc2F)=NO1 (stereo not drawn)
→ 18 | 11 | 1 | 13 | -3 | -17 | 17 | -29 | -10 | 4 | 1
> COc1cc(NC(=O)CCCC(=O)OCC(F)(F)C(F)F)nc(OC)n1
→ 0 | 12 | 3 | 11 | 7 | -9 | 1 | -5 | 3 | -3 | -3
> CC(C)c1ccc(N(C(=O)c2csnn2)C(C(=O)NC2CCCC2)c2cccnc2)cc1 (stereo not drawn)
→ -3 | -16 | 3 | -2 | -2 | -6 | 19 | 18 | 9 | -4 | -9
> COCCn1c(N)c(Sc2ccccc2)c(=O)[nH]c1=O
→ -6 | -5 | -8 | 4 | 2 | -2 | -8 | -20 | 3 | -2 | -4
> CC(=O)N1CCN(C(=O)c2[nH]c(C(F)(F)F)nc2-c2ccccc2)CC1
→ 3 | 0 | nt | -14 | 7 | 12 | 13 | -30 | -10 | nt | 4
> CC[C@@]1(C(=O)OC)N[C@H](CN(C)C(=O)Nc2ccc(F)cc2)[C@@H]2C(=O)N(C)C(=O)[C@@H]21
→ 2 | 1 | -8 | 15 | 7 | -4 | -16 | -14 | -1 | 4 | -6
> COc1ccccc1OCC(=O)Nc1cccc(C(=O)N2CCOCC2)c1
→ -19 | 5 | -1 | 10 | -2 | 6 | -2 | -14 | -4 | 1 | 1
> CC1(C)Nc2ccccc2N(CC(=O)N2CCCCC2)C1=O
→ -16 | -9 | -3 | -2 | 8 | -4 | 2 | -7 | -12 | -2 | -2
> O=C(CSc1nc2ccccc2o1)Nc1ccccc1N1CCCCCC1
→ -7 | -13 | -4 | 18 | -3 | -11 | -5 | 9 | 3 | 1 | -9
> Cc1ccc(-n2nc(C(N)=O)nc2-c2ccccc2)cc1
→ 4 | -2 | -10 | 8 | -9 | 0 | 0 | 14 | -19 | -2 | -9
> COCC(C)NC(=O)c1cc(OC)cc(OC)c1 (stereo not drawn)
→ -1 | 7 | 10 | -7 | 9 | -10 | 17 | 9 | 2 | 2 | 4
> Cc1cc(C)n(-c2cc(O)c(-n3nc(C)cc3C)cc2O)n1
→ 5 | 22 | -13 | 20 | 5 | -2 | -10 | -51 | -4 | 3 | 2
> CSc1nc(N)cc(=O)[nH]1
→ -2 | 11 | 12 | 8 | 12 | 15 | 6 | -24 | -8 | 0 | -3

Next section:
Each structure is followed by: NCOA1 inh | SRC3 inh | TLR9-MyD88 inh | LRH-1 inv ag | COUP-TFII inh | TROY signal inh | TWEAK Fn14 block | NCOA2 inhibitor | TRAIL sens C8 | EBV LMP1 NFkB | NOD2 RIPK2 PPI
> CCN1C(=O)/C(=C\N2CCN(C(=O)c3ccco3)CC2)SC1=S
→ -18 | 1 | 1 | 17 | 8 | 10 | -12 | 0 | 6 | 0 | -7
> CC(=O)Nc1cccc(OCc2cccc([N+](=O)[O-])c2)c1
→ -17 | -31 | 0 | 2 | -19 | -21 | -6 | -10 | 2 | -14 | 4
> COC(=O)C1Cc2c([nH]c3ccccc23)CN1 (stereo not drawn)
→ -1 | -4 | 0 | -21 | 4 | -29 | 19 | -3 | 0 | 11 | -3
> CCn1ncc(-c2csc(N)n2)c1C
→ -32 | -35 | -1 | -11 | -17 | 22 | -14 | -35 | -10 | -8 | 10
> CCCCN(C(=O)CCC(=O)Nc1cc(C)on1)C(C(=O)NC1CCCC1)c1ccccc1C (stereo not drawn)
→ 2 | -3 | -15 | -1 | -4 | 14 | 42 | -8 | 5 | -1 | 1
> CCC(C)(C)NC(=O)C(c1cccn1C)N(Cc1ccccc1)C(=O)Cn1nnc2ccccc21 (stereo not drawn)
→ 1 | -4 | 3 | -15 | -3 | -20 | -10 | 15 | 0 | 1 | 5
> O=S1(=O)C=CC(Nc2ccccc2)C1 (stereo not drawn)
→ -8 | -1 | 3 | 20 | 15 | -6 | 7 | -5 | -5 | -28 | -3
> CCCCC1=CC2=C(c3ccco3)C(=O)C(C)(OC(=O)c3ccc(OC)cc3)C(=O)C2=CN1CCOC (stereo not drawn)
→ -2 | -5 | 2 | -14 | 11 | -15 | 12 | 7 | 4 | -17 | 2
> O=c1c(O[C@@H]2O[C@H](CO)[C@@H](O)[C@H](O)[C@H]2O)c(-c2ccc(O)cc2)oc2cc(O)cc(O)c12
→ 3 | 3 | 9 | 10 | nt | -24 | 0 | nt | -10 | 3 | -6
> Cc1ccc2[nH]c(=O)cc(C(=O)OCC(=O)c3ccc(F)cc3)c2c1
→ -8 | 4 | 0 | -17 | 4 | 4 | 3 | 28 | -3 | 10 | 4
> Cc1ccc(NC(=O)C2CCN(c3ncnc4c3nc3n4CCCCC3)CC2)cc1Cl
→ 13 | 33 | -2 | 19 | 4 | 40 | 28 | 1 | 12 | 0 | -4
> CC(NC(=O)OCc1ccccc1)C(=O)NCC1CCCO1 (stereo not drawn)
→ -6 | 12 | -3 | 16 | -4 | 1 | 5 | -13 | -5 | -12 | -7
> CCC(c1ccccc1)c1noc(CCN(CC)CC)n1 (stereo not drawn)
→ -2 | 11 | -4 | -2 | -14 | -2 | -15 | 12 | 13 | -3 | -16
> CCN(CC)S(=O)(=O)c1ccc(O)c(NC(=O)c2ccc(N3CCOCC3)c([N+](=O)[O-])c2)c1
→ 16 | -9 | 0 | -4 | 3 | 6 | -23 | -19 | -1 | -3 | -7
> Cc1ccsc1C(=O)OCC(=O)Nc1sccc1C(N)=O
→ -72 | -78 | 0 | -109 | -27 | -33 | 6 | -48 | 22 | -42 | 0
> CCN(CC)S(=O)(=O)c1ccc2c(c1)[nH]c(=S)n2CC
→ -52 | -4 | -2 | 8 | -31 | -7 | -10 | -8 | -1 | -4 | -13
> N/C(=N\OC(=O)/C=C/c1ccccc1)c1ccc(Br)cc1
→ 2 | -6 | -3 | 5 | 4 | -25 | -39 | -19 | -5 | -5 | -2
> CC(NC(=O)CNC(=O)C1CCCCC1)c1cccc(Cl)c1 (stereo not drawn)
→ 2 | -15 | 0 | 9 | -16 | 15 | 27 | -17 | -15 | 1 | -10
> O=C(c1noc2c1CCCC2)N1CCc2ccccc2C1
→ -49 | -98 | 9 | -89 | -27 | -15 | -12 | -53 | -3 | -26 | 0
> O=C(Nc1ccccc1)c1ccccc1N=Cc1cccc(O)c1
→ -33 | -9 | -3 | 8 | 9 | -34 | -15 | 6 | 23 | -12 | -5
> Cc1ccccc1-c1nc(C#N)c(N2CCC(C)CC2)o1
→ -10 | -19 | -2 | 2 | -15 | -23 | -57 | -28 | 0 | 27 | -2
> Cc1cccc(C)c1OCc1cc(C(=O)N(C)Cc2cc(C3CC3)n[nH]2)no1
→ -15 | 9 | -4 | -60 | 11 | -39 | -3 | -21 | -4 | -2 | 3
> COCC(C)NC(=O)c1noc2c1CCc1cc(OC)ccc1-2 (stereo not drawn)
→ -72 | -86 | -4 | -129 | -46 | -50 | -2 | -77 | 10 | -23 | -4
> O=C(O)COc1ccc(NC(=O)c2ccc3c(c2)C(=O)N(CC2CCCO2)C3=O)cc1 (stereo not drawn)
→ -4 | 0 | 8 | 10 | -8 | -13 | 6 | -27 | 8 | -5 | 6
> O=C(CN1CCCC1)Nc1ccc2c(c1)CCC2
→ -13 | -21 | 5 | -29 | 0 | -21 | -8 | -33 | -8 | 2 | 3
> CCOc1ccc(Cc2nnc(SCC(=O)Nc3ccccc3)n(N)c2=O)cc1
→ -40 | -10 | 0 | -26 | -17 | -37 | -19 | -4 | 7 | 7 | 0
> CCCN(CCC)Cc1c(C(=O)N/N=C/c2ccoc2)nnn1-c1nonc1N
→ -5 | -11 | 4 | 3 | -7 | 0 | -2 | -18 | -6 | 4 | -18
> Cc1ccc(NC(=O)CN(C2=NC3CS(=O)(=O)CC3S2)c2ccccc2)cc1 (stereo not drawn)
→ 8 | -5 | nt | -18 | -25 | -7 | 21 | 3 | -1 | nt | 4

Screening results (PubChem BioAssay)
